Bioassay records from PubChem BioAssay.
HCV NS3 hel inh – inhibitors of Hepatitis C virus NS3 helicase; 290,000 compounds, 0.56% hits; inhibition, % at 10.9 µM; NS3 helicase DNA unwinding, Cy5 molecular beacon fluorescence; AID 1800;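 active = inhibition above the mean of all tested compounds plus 3 SD, set per campaign, cut at about 35% in these data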;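 note: 0% = DMSO wells and 100% = thioflavine S control wells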
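test system = hepatitis C virus NS3 helicase domain fragment enzyme | reagent = annealed dual-labelled DNA beacon duplex, ATP-started | times = 1 h at 25 °C | detection = Cy5 fluorescence, 0 and 60 min reads | read-out basis = percent inhibition from t60/t0 fluorescence ratio | control set = DMSO and thioflavine S | replication = one well per compound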
pCIP destab – compounds decreasing mouse p/CIP protein stability | Q05BA5 | F442A p/CIP-EGFP cells, EGFP fluorescence, 16 h | decrease of EGFP signal, % at 10 µM | 290,000 compounds, 0.01% hits;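 active = EGFP signal decrease of at least 30% at 10 µM or well 3 SD below plate mean, unless failing retest; inactive = the rest, including hits failing retest or dose response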; note: some compounds called inactive have numbers as strong as hits; many of its hits are not listed in these tables
CRFBP-R2 block – CRF-BP/CRF-R2 complex antagonism; HEK293 CRF-R2/CRF-BP, CRF-induced calcium fluorescence; AID 588475; 350,000 compounds, 0.59% hits; inhibition, % at 11.8 µM;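 active = inhibition of the ligand-induced calcium signal above about 50% at the single tested concentration, limit read from the data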
IDE cell activ – IDE (human) activation, cell-based; P14735; HEK cells, FAbeta-B cleavage, fluorescence polarization; 0% vehicle, 100% cell-free pure enzyme wells; activation, % at 5.96 µM; 340,000 compounds, 0.073% hits;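 active = activation above the mean of all tested compounds plus 3 SD, set per screening campaign, cut at about 17% in these data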
SUMO HTRF inh – blocks human SUMOylation mediated by UBC9 | HTRF SUMOylation assay, SAE1/SAE2 + UBC9, in vitro | inhibition, % at 35 µM | 290,000 compounds, 0.36% hits; in the data active = inhibition above about 50%, passing the limit was not always enough; note: strong numbers were not always called active
GalR3 antagonist – antagonists of human GalR3; AID 651719; inhibition, % at 3 µM; HEK293 GalR3-CNG cAMP membrane potential fluorescence; galR3 body fused to GalR1 C-terminus; O60755; 360,000 compounds, 0.44% hits;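 active = inhibition above the screen-wide average plus 3 SD, cut at about 13% in these data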;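 note: forskolin and galanin both at EC90 stimulate the cells; cAMP rise reported by CNG channel membrane potential dye signal; 0% = forskolin plus galanin with DMSO and 100% = forskolin alone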
IDE cell inh – inhibits human insulin-degrading enzyme in HEK cells; P14735; 320,000 compounds, 0.41% hits; FAbetaB cleavage, fluorescence polarization; inhibition, % at 5.59 µM; AID 434962;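 active = percent inhibition above the average of all tested compounds plus 3 SD, set per screening campaign, cut at about 16% in these data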;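 note: IDE supplied by intact live HEK cells; FP after avidin binding of uncleaved biotin substrate so inhibition keeps polarization high; 0% = DMSO wells and 100% = 60 µM reference IDE inhibitor Ii1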
VIM-2 inh – inhibitors of Pseudomonas aeruginosa VIM-2 metallo-beta-lactamase. purified VIM-2, nitrocefin hydrolysis, epi-absorbance fluorescence. inhibition, % at 5.6 µM. 290,000 compounds, 0.89% hits;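 active = inhibition above the mean of all tested compounds plus 3 SD, cutoff set per screening run, cut at about 7.5% in these data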;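 note: red hydrolysis product quenches plate fluorescence so inhibitors raise well fluorescence; 0% = enzyme with DMSO and 100% = DMSO without enzyme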
IMP-1 inhibitor – inhibitors of Pseudomonas aeruginosa IMP-1 metallo-beta-lactamase; inhibition, % at 5.6 µM; purified IMP-1, nitrocefin hydrolysis, epi-absorbance fluorescence; 290,000 compounds, 0.45% hits; AID 1556;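 active = inhibition above the mean plus 3 SD of all compounds in the same screening run, cut at about 4.5% in these data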;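 note: 0% = IMP-1 with DMSO and 100% = DMSO wells lacking enzyme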
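System: Purified IMP-1 | Read-out basis: Percent enzyme inhibition | Controls: IMP-1 with DMSO as 0%, enzyme-free DMSO as 100% | Replicates: One well per compound | Doses: 5.6 µM nominal single concentration | Detection: Epi-absorbance fluorescence, 480 nm excitation, 530 nm emission | Incubation: 25 °C, 15 min preincubation, 25 min reaction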
Active calls of the source: *; . = not tested or not shown.

SMILES	HCV NS3 hel inh	pCIP destab	CRFBP-R2 block	IDE cell activ	SUMO HTRF inh	GalR3 antagonist	IDE cell inh	VIM-2 inh	IMP-1 inhibitor
COc1cccc(CNC(=O)C(NS(=O)(=O)c2ccc3c(c2)CCN3C(C)=O)C(C)C)c1 (stereo not given)	-8	-9	-8	3	.	-2	-7	-0.7	0.6
Cc1cc(Nc2ccccc2Cl)c2ccccc2n1	.	.	4	2	.	-6	6	.	.
Cc1ccc(-c2cc3nc(-c4ccccc4)cc(N4CCC5(CC4)OCCO5)n3n2)cc1	-3	1	-6	1	-11	-3	0	-2.1	-3.0
COC(=O)C1=C(C)N(Cc2ccccc2)C(=NCc2cc(OC)c(OC)c(OC)c2)N[C@H]1c1cccc(F)c1	-89	4	-14	5	-17	.	1	-2.4	-3.9
O=c1sc2ccccc2c(N2CCN(c3ccccc3)CC2)c1[N+](=O)[O-]	-7	-1	13	2	0	-2	0	-0.1	-1.8
COCCNC(=O)CN1CCC(NC(=O)Nc2ccccc2)CC1	-3	-4	20	2	22	5	3	-2.4	-1.4
O=C(CSc1cccc2cccnc12)Nc1cccc(S(=O)(=O)N2CCOCC2)c1	0	-10	8	6	16	-6	2	-1.9	-3.2
COc1cccc(NC(=O)C(=O)NCCC2CCCCN2S(=O)(=O)c2ccccc2)c1 (stereo not given)	.	.	-11	5	.	-4	9	.	.
COc1ccc(N)cc1S(=O)(=O)Nc1ccccc1Cl	1	-6	-14	5	19	-8	6	0.1	0.2
Cc1ccnn1CCC(=O)N1CCCC(CCC(=O)NCc2ccccc2F)C1 (stereo not given)	5	-14	2	-4	12	-7	1	-4.5	-4.0
O=C(Nc1nc2ccc(C(=O)N3CCCCC3)cc2s1)C1CCCCC1	3	-1	-16	-4	-5	6	-5	-4.0	-3.0
CC(C)CC(/C(O)=C(\C#N)c1nc2ccccc2[nH]1)N1C(=O)c2ccccc2C1=O (stereo not given)	1	3	26	4	-14	-1	-1	-3.0	-2.9
Cc1onc(-c2ccccc2Cl)c1C(=O)N1CCOC12CCCCC2	-3	-2	-6	0	7	7	0	-1.6	-0.3
CCN1C(=O)N[C@H](c2ccccc2)C(C(C)=O)=C1C	.	.	-2	-3	.	-2	0	.	.
Clc1ccc(N2CCN(c3nc4nonc4nc3N3CCSCC3)CC2)nc1	-7	-12	-4	-2	17	-5	-1	-1.1	-3.6
CCOc1ccccc1OCCCC(=O)NNC(=O)c1cc(C)oc1C	.	.	2	3	.	-3	-3	.	.
O=C(CSc1ncn(-c2ccccc2)n1)N1CCN(c2ccccc2)CC1	0	-5	13	-2	19	-5	5	-3.7	-3.9
O=C(N/N=C/C=C/c1cccc([N+](=O)[O-])c1)c1ccncc1	-3	9	3	7	18	1	-1	-1.9	-0.5
CCOC(=O)N1CCN(C(=O)CSC2=NS(=O)(=O)c3ccccc3N2)CC1	.	.	4	3	.	5	3	.	.
COC(=O)c1c(C)[nH]c(C)c1-c1ccc(C)cc1	-2	-10	27	-5	15	-3	-2	-3.5	-2.6
O=C(NC1CCCC1)c1cc(-c2cccs2)on1	2	-10	-3	8	14	-6	1	-0.4	-0.3
CCCCNC(=O)CC(C(=O)N1CCc2ccccc21)n1ccnc1 (stereo not given)	1	-12	-13	8	-6	-6	0	-2.2	1.2
CC(Sc1n[nH]c(=O)n1Cc1ccccc1)C(=O)NC1CCCCC1C (stereo not given)	.	.	-12	2	.	5	4	.	.
CC(C)Cc1nc(N2CCOCC2)c(C#N)c2c1CCC2	7	-1	7	0	28	-1	1	0.9	-2.2
Cc1c(NC(=O)CN2CCN(c3cccc(Cl)c3)CC2)c(=O)n(-c2ccccc2)n1C	-11	-5	-7	-8	7	0	9	-0.3	-0.1
Cc1ccc(CSc2nc3[nH]ncc3c(=O)[nH]2)cc1	4	-9	-8	-2	20	-5	1	0.7	-0.9
Nc1c(Cl)cc(-c2csc(N3CCCC3c3nc4cc(Cl)c(Cl)cc4n3CCOCCO)n2)cc1Cl (stereo not given)	-4	-2	-3	-4	17	1	0	0.3	-1.9
CCOC(=O)CNC(c1ccccc1)c1cc(Br)ccc1NC(C)=O (stereo not given)	-7	-4	-46	-8	8	-4	5	-2.5	-2.6
COc1ccc(C2C3=C(CCCC3=O)Nc3nc(C(F)(F)F)nn32)cc1OC (stereo not given)	-6	6	6	9	10	-2	5	-2.6	-2.8
Cc1noc(NS(=O)(=O)c2ccc(NC(=O)c3ccc(Br)o3)cc2)c1C	-6	-4	29	5	16	-1	5	-3.6	-1.2
CCCCCCCCSc1nnc(CSc2nc3nc(C)cc(C)n3n2)o1	1	-1	24	-2	-18	0	1	-1.4	-1.6
Cc1ccc(NC(=O)COC(=O)Cc2ccc(Br)cc2)cc1S(=O)(=O)N1CCOCC1	.	.	-18	-4	.	-4	6	.	.
NC(=O)CSc1nc2c(sc3ccccc32)c(=O)n1CCCN1CCOCC1	0	-4	4	-2	-22	-6	-1	1.6	0.4
Cc1csc(Sc2ccc(C(=O)OCC(=O)Nc3ccc(OC(F)(F)F)cc3)cc2[N+](=O)[O-])n1	4	-6	8	1	-10	-1	1	-1.8	-2.0
COc1ccccc1-c1sc2ccccc2c1C#Cc1ccc(N(C)C)cc1	.	.	-4	6	.	-6	-3	.	.
Cc1ccc(NC(=O)C2CCCN2C(=O)NC2CCCCC2)cc1C (stereo not given)	8	-7	3	3	-3	-11	2	-3.5	-1.9
CC(C)C(C(=O)Nc1nccs1)N1C(=O)c2ccccc2C1=O (stereo not given)	1	-7	-22	-3	13	-2	5	-3.2	-1.3
Cc1sc2nc(CN(Cc3cccs3)C(=O)NC3CCCCC3)[nH]c(=O)c2c1C	-6	2	52*	-2	4	-3	2	-1.6	-7.2
O=C(O)c1ccc(N2CC3CC(C2)c2cccc(=O)n2C3)c(NC(=S)Nc2ccc(Br)cc2)c1 (stereo not given)	1	14	16	0	-1	-10	8	-2.3	-5.9
CC(=O)c1ccccc1Oc1nc(CN2CCOCC2)nc2scc(-c3cccs3)c12	2	-10	-4	-5	2	-5	3	0.8	0.3

Printed as active in CRFBP-R2 block, among the entries above:
SMILES	HCV NS3 hel inh	pCIP destab	CRFBP-R2 block	IDE cell activ	SUMO HTRF inh	GalR3 antagonist	IDE cell inh	VIM-2 inh	IMP-1 inhibitor
Cc1sc2nc(CN(Cc3cccs3)C(=O)NC3CCCCC3)[nH]c(=O)c2c1C	-6	2	52*	-2	4	-3	2	-1.6	-7.2

Back to the main list; the 2 compounds before the break are reprinted first.
SMILES	HCV NS3 hel inh	pCIP destab	CRFBP-R2 block	IDE cell activ	SUMO HTRF inh	GalR3 antagonist	IDE cell inh	VIM-2 inh	IMP-1 inhibitor
O=C(O)c1ccc(N2CC3CC(C2)c2cccc(=O)n2C3)c(NC(=S)Nc2ccc(Br)cc2)c1 (stereo not given)	1	14	16	0	-1	-10	8	-2.3	-5.9
CC(=O)c1ccccc1Oc1nc(CN2CCOCC2)nc2scc(-c3cccs3)c12	2	-10	-4	-5	2	-5	3	0.8	0.3
CN(CC1COc2ccccc2O1)C(=O)c1ccc(N(C)C)cc1 (stereo not given)	2	5	-9	8	16	-3	-3	0.8	1.5
O=C(c1cc2ccccc2o1)N1CCN=C1SCc1cccc(F)c1	-2	-16	-9	5	9	1	-2	-3.3	-1.9
Fc1cccc2sc(N3CCCCC3)nc12	7	-4	1	3	-13	3	2	-1.0	-0.3
COc1ccc(/C=C/C2=NNC(=O)CC2)cc1	-9	-3	-12	-2	4	15*	-1	-1.2	-2.5
Cc1cc(=O)oc2c3c(cc(OCC(=O)N[C@@H](C)C(=O)O)c12)OC(C)(C)CC3	-6	-16	13	5	46	-2	.	8.5*	-3.8
CCOC(=O)CC1C(=O)NCCN1C(=O)COc1ccc(Br)cc1C (stereo not given)	-3	4	19	-4	-12	2	4	-3.6	-2.3
OC[C@H]1OC(O)C[C@@H](O)[C@@H]1O (stereo not given in full)	.	.	-20	6	.	-2	3	.	.
COc1ccc(/C=C/C(=O)c2c(C)cc(C)[nH]c2=O)c2ccccc12	7	2	-7	4	11	-11	-4	0.9	-0.2
Cc1cc(C)n(-c2ccc(C(=O)OCC(=O)Nc3ccc([N+](=O)[O-])cc3)cc2)n1	3	-22	19	0	-1	-6	4	-2.0	-1.8
O=c1[nH]c(Cc2ccccc2)nc2scc(-c3ccccc3)c12	-2	-13	7	2	5	1	1	-1.3	-2.4
O=C(COc1ccc(S(=O)(=O)NC2CCCCC2)cc1)NCC1CCCO1 (stereo not given)	0	-7	10	3	1	-9	-1	-2.4	-1.9
COc1ccccc1CNC(=O)c1cccnc1	-4	-14	5	3	4	-4	0	0.3	-2.9
Cc1ccc(C)c(S(=O)(=O)Nc2ccc3sc(C)nc3c2)c1	-2	-20	1	10	-7	-10	-7	-3.1	-3.1
Cc1cccc(OC(C)C(=O)OCC(=O)N2CCN(c3ccccc3)CC2)c1 (stereo not given)	.	.	30	1	.	-4	3	.	.
Oc1ccc2ccccc2c1/C=N/Nc1nnc(-c2ncc[nH]2)c2ccccc12	-18	2	-13	-4	-83	-6	0	-3.7	36*
CC(C)(C)c1ccc(S(=O)(=O)N2CCN(CC(=O)N3CC(=O)Nc4ccccc43)CC2)cc1	.	.	-3	1	.	0	-2	.	.
CCOc1ccc(C(C)(C)C)cc1S(=O)(=O)N1CC(C)OC(C)C1 (stereo not given)	-5	-1	-35	0	-2	-1	5	-1.0	-0.8
C=CCn1c(SCC(=O)Nc2cccc(S(=O)(=O)N(C)c3ccccc3)c2)nnc1C1CC1	.	.	5	1	.	-6	1	.	.
O=C(CC1OC(=O)c2ccccc21)Nc1ccc(Cl)c(S(=O)(=O)N2CCCCC2)c1 (stereo not given)	.	.	-3	0	.	-3	2	.	.
COc1ccc(N2C(=O)C(Cl)=C(N(CCO)Cc3ccccc3)C2=O)cc1	-7	8	0	2	-22	-3	-2	-1.1	-1.8
COc1ccc(C(=O)N/N=C/c2c(C)nn(-c3ccccc3)c2OC)cc1	.	.	0	-1	.	-2	2	.	.
Cc1cc2nc(Sc3c([N+](=O)[O-])nc(C)n3Cc3ccccc3)[nH]c2cc1C	2	-12	-12	0	-20	-4	-4	-3.5	-3.7
Cc1ccc(NC(=O)CSc2nnc(-c3ccoc3C)n2CCCN(C)C)cc1Cl	-9	-9	-8	0	4	-6	1	0.5	0.2
Cc1ccccc1-c1oc(C)c(C)[n+]1[O-]	-4	-3	-10	5	1	-1	-2	-4.0	-1.9
CCCCNC(=O)COC(=O)c1ccc(F)cc1Cl	-1	14	19	0	2	-3	-3	-2.5	-4.6
CNC(=O)c1cc(Cl)c(OC)c(OC)c1	0	-1	6	0	-1	-1	2	-1.2	-2.5
CCCn1c(=O)c2c(ncn2C)n(CCC)c1=O	.	.	-8	-5	.	-4	6	.	.
Cc1nc2ccccc2c(=O)n1NC(=O)c1c(F)cccc1F	4	-9	14	6	17	-10	-3	-3.4	-3.5
Cc1cccc(N2CCN(Cc3nc(-c4ccccc4Cl)oc3C)CC2)n1	-2	-4	12	3	-12	-6	-2	2.0	1.1
